# MgcRacGAP inhibition – MgcRacGAP GTPase-activating activity inhibitors, confirmation, biochemical, ADP Hunter fluorescence | MgcRacGAP-stimulated Rac1 GTP hydrolysis, ADP Hunter fluorescence; higher % means a stronger effect; GST-tagged Rac1 F28L mutant substrate | inhibition, % at 30 µM; hits with a dose series show IC50 in µM | 340,000 tested, 0.6% active | AID 624330;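 active means first-screen hits whose inhibition reached a set limit at any dose in the follow-up dose series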;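 further: fluorescence reports GDP produced by GAP-driven GTP hydrolysis; strong numbers were not always called active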
# NOD1 inhibition – NOD1 signaling inhibitors, primary screen, cell-based, luminescence, uHTS (AID 1578). NOD1-driven NF-kB luciferase reporter cells, luminescence; higher % means a stronger effect. inhibition, % at 4 µM, or EC50 in µM where a hit was titrated. 290,000 tested, 1% active; in the data active means inhibition mostly above about 36%, no sharp cut-off; inactive means mostly below about 34%;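 further: HEK-293T reporter cells stimulated with the NOD1 agonist gamma-tri-DAP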
# GPR55 antagonists – GPR55 antagonists blocking LPI-driven arrestin recruitment, primary screen, imaging, U2OS, beta-arrestin-GFP, LPI agonist (AID 2013); 290,000 tested, 0.13% active; U2OS GPR55 beta-arrestin-GFP translocation imaging, LPI antagonism; higher % means a stronger effect; inhibition, % at 10 µM, or IC50 in µM where a hit was titrated;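 active means spots per cell inhibited over 60%, with over 100 cells counted and total cytoplasm intensity under 500,000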;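 further: U2OS cells stably carrying GPR55 and arrestin-GFP stimulated by 5 µM LPI near EC80; imaged beta-arrestin-GFP aggregate spots per cell after agonist stimulation; plate controls were LPI-stimulated DMSO wells for no effect and DMSO wells without LPI for full effect; some results filed as inactive read as strong as hits; confirmed hits need IC50 under 10 µM and bright autofluorescent wells are also inconclusive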
# KOR beta-arrestin-1 – KOR antagonists, beta-arrestin recruitment, cell-based, luminescence, uHTS (AID 1778) | 290,000 tested, 0.091% active | inhibition, % at 10 µM; hits with a dose series show IC50 in µM | KOR beta-arrestin recruitment, luminescence, antagonist mode; higher % means a stronger effect; in the data active means inhibition above about 50%; further: strong numbers were not always called active
# GPR35 antagonists – inhibition of zaprinast-stimulated GPR35 beta-arrestin translocation – imaging, U2OS, beta-arrestin-GFP, zaprinast agonist, primary screen (AID 2058). inhibition, % at 10 µM; hits with a dose series show IC50 in µM. U2OS GPR35 beta-arrestin-GFP translocation imaging, zaprinast antagonism; higher % means a stronger effect. 290,000 tested, 0.052% active;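 active means inhibition of at least 50% with at least 30 cells and total cytoplasm GFP at most 10,000,000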
# GPR55 beta-arrestin – GPR55 agonists via beta-arrestin recruitment, primary screen, imaging, U2OS cells, beta-arrestin-GFP redistribution (AID 1961). activation, % at 10 µM; hits with a dose series show EC50 in µM. 290,000 tested, 0.048% active. U2OS GPR55 beta-arrestin-GFP redistribution imaging; higher % means a stronger effect;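 active means activation above 40% with more than 50 cells counted in the well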;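 further: U2OS osteosarcoma cells stably expressing GPR55 and beta-arrestin-GFP; plate controls were DMSO negative control for no effect and LPI positive control for full effect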
# NTR1 agonist – NTR1-driven beta-arrestin-GFP spot formation – imaging, U2OS cells, high content, primary screen (AID 493036) | activation, % at 20 µM | 330,000 tested, 0.17% active | agonist mode | P30989;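 active means activation at or above 40% of the spot to cytoplasm intensity ratio, with at least 20 cells analyzed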;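 further: 0% = DMSO without peptide and 100% = 100 nM NTR1 peptide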
# Target sequence (P30989 whole entry, looked up): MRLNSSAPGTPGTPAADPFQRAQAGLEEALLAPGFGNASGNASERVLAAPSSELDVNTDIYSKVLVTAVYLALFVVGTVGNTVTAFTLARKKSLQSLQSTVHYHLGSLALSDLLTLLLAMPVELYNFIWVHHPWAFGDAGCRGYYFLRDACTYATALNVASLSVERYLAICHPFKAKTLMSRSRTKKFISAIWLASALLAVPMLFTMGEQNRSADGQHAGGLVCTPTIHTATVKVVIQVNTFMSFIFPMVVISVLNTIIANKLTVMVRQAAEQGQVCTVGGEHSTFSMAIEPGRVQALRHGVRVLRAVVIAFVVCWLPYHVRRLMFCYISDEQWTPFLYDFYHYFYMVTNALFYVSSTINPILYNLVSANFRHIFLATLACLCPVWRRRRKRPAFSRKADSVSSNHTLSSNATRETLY
# KOR beta-arrestin-2 – KOR agonists, beta-arrestin recruitment, primary screen, cell-based, luminescence, uHTS (AID 1777) | KOR beta-arrestin recruitment, luminescence; higher % means a stronger effect | one-dose activation, % at 10 µM; EC50 in µM for titrated hits | 280,000 tested, 0.02% active; in the data active means activation above about 50%, passing the limit was not always enough; further: a part of the inactive calls stands beside numbers as strong as those of hits
# UTI89 phage lysis – protection from phage-mediated lysis, alamar blue read-out – E. coli UTI89, K1F phage, bacterial capsule biogenesis inhibitors (AID 488966). inhibition, % at 100 µM, or IC50 in µM where a hit was titrated. 340,000 tested, 0.02% active. E. coli UTI89 K1F phage lysis, alamar blue, 2 h; higher % means a stronger effect;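 active means phage lysis inhibition, versus mean bacterial control, above a set limit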;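 further: capsule biogenesis inhibitors block K1F phage lysis so surviving cells raise fluorescence; higher fluorescence means more inhibition of phage lysis; actives were called in the ten point dose series up to 300 µM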
# NTR1 agonist cell count 20 µM – recorded beside NTR1 agonist, whose call it bears; cell count; measured here: cell count, cytotoxicity flag
# Starred values were filed as active, the others as inactive; x = not tested or not shown; & = joins results of further samples; [ ] = dose if it differs, or a comment.
compound | NOD1 inhibition | KOR beta-arrestin-1 | KOR beta-arrestin-2 | UTI89 phage lysis | GPR35 antagonists | MgcRacGAP inhibition | NTR1 agonist | GPR55 antagonists | NTR1 agonist cell count 20 µM | GPR55 beta-arrestin
COc1ccc(CN(C(=O)Cc2c[nH]c3ccccc23)C(C(=O)NC2CCCCC2)c2ccc(C)o2)cc1 (stereo not given) | -17% | -21% | 0.5% | 0.8% | -15% | 6% | -2.2 | 23% | 103 | 0.3%
Cc1ccc(C(=O)NC(C)CCc2ccccc2)cc1[N+](=O)[O-] (stereo not given) | 10% | -7% | -0.2% | -0.8% | -13% | 7% | -0.9 | -10% | 53 | -0.1%
O=C(O)c1nccnc1C(=O)Nc1ccc(Cl)cc1Cl | -10% | -10% | -1.4% | 0.2% | -2% | x | 1.0 | -6% | 85 | -0.1%
O=C(C1CCCN(S(=O)(=O)c2cccs2)C1)N1CCc2ccccc2C1 (stereo not given) | -10% | 40% | -2.3% | 3.7% | -10% | 2% | 1.6 | -2% | 46 | 0.0%
CCNc1nc(NCC)n2c(SCC(=O)N(CC)C3CCCCC3)nnc2n1 | -38% | 13% | 2.0% | 0.3%[50 µM] | -7% | -3% | 2.1 | 4% | 72 | 0.3%
CC(C)(O)C#Cc1ccc(CN2CCN(C3CCCC3)C(CCO)C2)cc1 (stereo not given) | -34% | -4% | x | 1.4%[50 µM] | 13% | 7% | -0.8 | -5% | 65 | -0.1%
COc1cc(Cn2nnc3ccccc32)cc(Br)c1O | 36% | -32%[20 µM] | -1.3% | 0.1% | 2% | 15% | 1.4 | 23% | 61 | 0.5%
CCOc1ccc(C(C)=O)cc1NC(=O)/C=C\C(=O)O | -50% | 4% | -3.4% | -1.5% | 7% | -1% | -0.3 | -5% | 45 | 0.0%
CC(C)C1=NN2C(=N)CC(=O)N=C2S1 | 6% | -43% | 23% | 0.3% | -12% | 6% | 1.1 | -3% | 58 | -0.1%
CCN1C(=O)CC(C(=O)OC)=C1C | -18% | -14% | -5.1% | 0.8% | 2% | 2% | 0.4 | 18% | 44 | -0.4%
C[N+](C)(C)CCCCCCCCCC[N+](C)(C)C | -14% | -15% | 2.5% | -0.1% | 6% | -8% | -1.9 | -1% | 66 | -0.1%
CC(C)CNC(=O)CSc1nnc(-c2ccc(Cl)cc2)n1N | -31% | -49% | 1.1% | 0.7% | -9% | 3% | 0.2 | -8% | 55 | 0.7%
CN(c1ccc(OCC(=O)OCC(=O)Nc2ccc(Br)cc2)cc1)S(=O)(=O)c1cccs1 | -33% | -1% | 14% | 0.3% | 4% | 9% | 1.3 | -7% | 52 | -0.2%
CC1CCCN(C(=O)c2cc3c(=O)n4ccccc4nc3s2)C1 (stereo not given) | -46% | 6% | -1.4% | -1.1% | -6% | 7% | 1.1 | -1% | 39 | x
CN(C)C(=O)c1cccn1-c1ncc(C(F)(F)F)cc1Cl | -16% | 9% | -6.3% | -0.9% | 0% | 9% | -2.1 | 7% | 26 | 0.7%
CCNC(=O)NC(=O)C(C)OC(=O)CCS(=O)(=O)c1ccc(C)cc1 (stereo not given) | -21% | -31% | 5.4% | 0.7% | -9% | 2% | 1.7 | 13% | 49 | -0.6%
CCCC(=O)N1CCN(c2ccc(NC(=S)NC(=O)c3cccc(C)c3)cc2)CC1 | -11% | -15%[20 µM] | -11% | 0.0% | 6% | 7% | 8.8 | 4% | 51 | 0.2%
CCOC(=O)Cn1c(=O)oc2cc(S(=O)(=O)Nc3c(C)cc(C)cc3C)ccc21 | -15% | -21% | -8.5% | 2.7% | -11% | 6% | 0.7 | -2% | 83 | -0.1%
Cc1cc(NC(=O)CCC(=O)N(Cc2ccco2)C(C)(C)C(=O)NC2CCCCC2)no1 | -36% | 33% | -4.3% | 3.5% | -15% | 3% | 0.9 | 9% | 61 | -0.1%
CC(=O)NCCNC(=O)C1CCCCN1S(=O)(=O)c1ccccc1 (stereo not given) | -34% | 22% | -3.5% | 0.4% | -2% | -1% | 0.2 | 10% | 49 | 0.4%

# The closing two entries of the section above lead into the next:
compound | NOD1 inhibition | KOR beta-arrestin-1 | KOR beta-arrestin-2 | UTI89 phage lysis | GPR35 antagonists | MgcRacGAP inhibition | NTR1 agonist | GPR55 antagonists | NTR1 agonist cell count 20 µM | GPR55 beta-arrestin
Cc1cc(NC(=O)CCC(=O)N(Cc2ccco2)C(C)(C)C(=O)NC2CCCCC2)no1 | -36% | 33% | -4.3% | 3.5% | -15% | 3% | 0.9 | 9% | 61 | -0.1%
CC(=O)NCCNC(=O)C1CCCCN1S(=O)(=O)c1ccccc1 (stereo not given) | -34% | 22% | -3.5% | 0.4% | -2% | -1% | 0.2 | 10% | 49 | 0.4%
COc1cccc(CNC(=O)CCC(=O)N2Cc3cccc(OC)c3Oc3ncccc32)c1OC | -26% | 28% | -6.0% | 0.1% | 18% | 7% | 2.8 | 11% | 52 | 0.7%
CCOC(=O)c1c(S(=O)(=O)NCC(=O)NCc2ccccc2)c(C)n(C)c1C | -36% | -34% | 2.9% | 0.5% | 5% | 8% | -0.5 | -5% | 53 | 0.2%
C=CCn1c(C)nc2c(cnn2-c2ccccc2)c1=O | -3% | -7% | 3.5% | 1.6% | 7% | 11% | 1.5 | 8% | 48 | -0.1%
COc1ccc(Cn2c(-c3ccco3)nc3oc4ccccc4c(=O)c3c2=O)cc1 | -42% | 25% | 0.2% | 0.1% | 0% | 4% | 1.1 | -2% | 85 | 0.2%
C=CCn1c(SCC(=O)NC(=O)NC2CCCC2)nnc1C1CCCCC1 | -6% | 10% | 9.1% | 0.2% | -2% | 5% | 3.0 | 10% | 82 | 0.1%
O=C(N/N=C\c1cn(-c2ccccc2)nc1-c1ccccc1)c1ccc(Br)o1 | 36% | -3% | 4.8% | 0.5% | -6% | 4% | 2.0 | -4% | 32 | 0.2%
O=C(N/N=C/c1ccc(OC(=O)c2ccccc2)cc1)c1cccnc1 | -4% | 32% | -3.5% | 0.3% | -3% | 5% | -1.1 | 11% | 51 | 0.5%
Cc1occc1C(=O)N/N=C/c1ccccc1[N+](=O)[O-] | -14% | -4% | 5.2% | 0.0% | 18% | 8% | 1.4 | 5% | 53 | -0.1%
COc1ccc(C)cc1NS(=O)(=O)c1ccc2c(c1)n(C)c(=O)n2C | -23% | -7%[20 µM] | -5.2% | -1.0% | -16% | 3% | -1.8 | 6% | 100 | 0.2%
CC(C)CSc1ncnc2c1oc1nc3c(cc12)COC(C)(C)C3 | -32% | 10% | 2.6% | -1.9% | 6% | 3% | 5.0 | 0% | 86 | -0.1%
Cc1cc(C)c2oc(C(=O)Nc3ccc(S(=O)(=O)Nc4nccs4)cc3)cc(=O)c2c1 | -5% | -17% | -1.9% | -0.1% | 6% | 11% | 0.5 | 8% | 52 | 0.0%
CCc1nn(CCCN2CCN(c3cccc(Cl)c3)CC2)c(=O)n1CCOc1ccccc1 | -10%&1% | -26%[20 µM] | -1.5%&-3.8% | 7.2%&2.8% | x | 8%&7% | -0.5&0.7 | 15%&6% | 68&60 | 0.4%&-0.5%
NC(=O)NC(=O)C(Nc1ccc2c(c1)CCC2)c1ccccc1 (stereo not given) | 13% | -6% | -5.7% | -1.8% | -3% | 2% | 0.3 | 7% | 41 | -0.1%
CC(=O)Oc1ccc2nc(/C=C/c3ccccc3)oc(=O)c2c1 | -9% | 5%[20 µM] | -5.1% | 0.4% | 6% | 7% | 3.8 | 0% | 66 | 1.3%
O=C(O)c1cccc(CSc2n[nH]c(-c3ccc(Cl)cc3Cl)n2)c1 | -14% | -26%[20 µM] | 1.1% | -0.2% | -9% | 4% | 0.5 | 2% | 51 | 6.4µM*
Cc1cccc2sc(N(CCCN(C)C)C(=O)CCc3ccccc3)nc12 | -58% | -20% | 8.6% | 0.0% | 8% | 3% | -1.4 | 25% | 77 | -0.1%
CC(C(=O)c1ccc(Br)cc1)[n+]1cccc(NC(=O)c2ccccc2)c1 (stereo not given) | -17% | 7% | -0.3% | 0.2% | -5% | 4% | -1.1 | 14% | 89 | 0.6%
COc1cc(Cl)cc(C=O)c1OCC(=O)O | -28% | -1% | -1.1% | -0.6% | 10% | 1% | -0.6 | -10% | 54 | 0.2%
COc1ccc(/C=N\NC(=O)C2=NNC(=O)C2C)cc1 (stereo not given) | -16% | -36% | 1.9% | -0.1% | -1% | 14% | 0.0 | 6% | 48 | 0.2%
COc1ccc(C#Cc2ccc3c(=O)c4ccccc4n(C)c3c2)cc1 | 26% | -35%[20 µM] | 0.6% | 1.5% | 9% | 5% | 8.5 | -2% | 59 | 0.4%

# Gathered by group: the compounds so far with an aryl thioether with sulfur outside any ring
compound | NOD1 inhibition | KOR beta-arrestin-1 | KOR beta-arrestin-2 | UTI89 phage lysis | GPR35 antagonists | MgcRacGAP inhibition | NTR1 agonist | GPR55 antagonists | NTR1 agonist cell count 20 µM | GPR55 beta-arrestin
CCNc1nc(NCC)n2c(SCC(=O)N(CC)C3CCCCC3)nnc2n1 | -38% | 13% | 2.0% | 0.3%[50 µM] | -7% | -3% | 2.1 | 4% | 72 | 0.3%
CC(C)CNC(=O)CSc1nnc(-c2ccc(Cl)cc2)n1N | -31% | -49% | 1.1% | 0.7% | -9% | 3% | 0.2 | -8% | 55 | 0.7%
C=CCn1c(SCC(=O)NC(=O)NC2CCCC2)nnc1C1CCCCC1 | -6% | 10% | 9.1% | 0.2% | -2% | 5% | 3.0 | 10% | 82 | 0.1%
CC(C)CSc1ncnc2c1oc1nc3c(cc12)COC(C)(C)C3 | -32% | 10% | 2.6% | -1.9% | 6% | 3% | 5.0 | 0% | 86 | -0.1%
O=C(O)c1cccc(CSc2n[nH]c(-c3ccc(Cl)cc3Cl)n2)c1 | -14% | -26%[20 µM] | 1.1% | -0.2% | -9% | 4% | 0.5 | 2% | 51 | 6.4µM*

# Source: PubChem

# An excerpt; count on the stated rates, not on these rows.
